# PI4K2A inh: blocks human PI4K2A kinase activity | Q9BTU6 | purified PI4K2A, ADP-Glo luminescence, 1 h; active compounds read low | activity change, negative = inhibition, % at 76.9 µM | actives 0.13% (n = 420,000); in the data active = activity change below about -50%; inconclusive = mostly about -30% to -49%;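 also: -100% = wells without enzyme as full effect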
#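 Compounds are screened against recombinant PI4K2A using PI as substrate and ATP, the latter dispensed at 300 microM. Reactions run one hour at ambient temperature before ADP-Glo detection; full inhibition defined by wells lacking enzyme.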
# Pin1 inh: inhibitors of human Pin1; Pin1 FP peptide displacement, HiFluor488, 10 min; AID 504891; Q13526; Potency, µM (titrated, usually from 115 µM), inactives show at the top dose activity, negative = inhibition, most hits filed as inhibitors; actives 0.009% (n = 390,000); active = well fitted inhibition curve with a large enough effect in the polarisation, with a control signal flat, not every such curve was filed as active; inconclusive = small, poorly fitted or top-dose-only effect, or effect the other way, or a change in a side signal; inactive = no such curve, though single readings can be large or run the other way; the % refers to the polarisation; also: potency is read from the fitted curve at half-maximal effect; % is scaled to controls: 0 for no effect and ±100 for the full control effect
# rTrxR1 inhibitor: blocks rat thioredoxin reductase 1; Potency, µM (series often up to 114 µM), inactives show at the top dose activity change, negative = inhibition, most hits filed as inhibitors; O89049; actives 1% (n = 390,000); AID 588453; recombinant rTrxR1, NADPH fluorescence consumption, selenite substrate; also: potency is read from the fitted curve at half-maximal effect; % is scaled to controls: 0 for no effect and ±100 for the full control effect; nearly all actives have a fitted effect of over 65% in size
#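 Rat TrxR1 (90 nM in the dispensed reagent) was pre-reduced with 400 uM NADPH for 5 min at room temperature, then incubated with compound for 15 min. After 400 uM selenite was added, NADPH fluorescence (Ex 340/Em 450 nm) was followed for 8 min.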
# TrxR1 substrate: rat thioredoxin reductase 1 substrate activity. purified TrxR1 substrate turnover, NADPH consumption readout. Potency, µM (highest dose often 114 µM), for the others: at the highest dose activity change, negative = substrate turnover. actives 0.01% (n = 390,000); also: potency is read from the fitted curve at half-maximal effect; % is scaled to controls: 0 for no effect and ±100 for the full control effect; nearly all actives have a fitted effect of over 50% in size
#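 Rat TrxR1, dispensed at 90 nM, was prereduced with 400 uM NADPH (final) for 5 min at ~22 deg C, then incubated with compound 15 min before 400 uM selenite. A first-read NADPH fluorescence drop versus no-compound background flagged substrates.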
# GLS inh: blocks human kidney-isoform glutaminase activity; Potency, µM (doses to about 45.5 µM), without a hit: at the top dose activity change, negative = inhibition, usual class: inhibitors; O94925; actives 0.21% (n = 410,000); AID 624170; GLS enzymatic activity, qHTS titration; also: potency is read from the fitted curve at half-maximal effect; % is scaled to controls: 0 for no effect and ±100 for the full control effect
# Target sequence (O94925 whole entry, looked up, canonical isoform): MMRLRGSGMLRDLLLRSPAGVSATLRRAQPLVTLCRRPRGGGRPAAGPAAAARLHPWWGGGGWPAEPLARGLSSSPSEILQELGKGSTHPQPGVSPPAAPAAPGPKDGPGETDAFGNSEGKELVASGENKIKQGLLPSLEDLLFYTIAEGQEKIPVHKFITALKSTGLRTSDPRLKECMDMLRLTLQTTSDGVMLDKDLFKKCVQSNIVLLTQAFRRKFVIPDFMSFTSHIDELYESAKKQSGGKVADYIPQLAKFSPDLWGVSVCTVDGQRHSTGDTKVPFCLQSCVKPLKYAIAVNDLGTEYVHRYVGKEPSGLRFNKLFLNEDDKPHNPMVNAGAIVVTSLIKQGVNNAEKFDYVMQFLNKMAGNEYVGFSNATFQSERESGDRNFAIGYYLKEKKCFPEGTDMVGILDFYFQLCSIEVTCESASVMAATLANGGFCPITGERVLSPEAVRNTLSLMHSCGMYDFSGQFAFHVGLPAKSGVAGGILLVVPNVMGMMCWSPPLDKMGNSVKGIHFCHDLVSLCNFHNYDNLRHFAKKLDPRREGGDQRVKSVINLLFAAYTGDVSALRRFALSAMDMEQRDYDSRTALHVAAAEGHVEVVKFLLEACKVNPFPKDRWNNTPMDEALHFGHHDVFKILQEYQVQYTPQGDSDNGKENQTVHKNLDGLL
#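 Two-point fluorescence kinetic (t0, 30 min RT) for hKGA; glutamate detected via glutamate oxidase–HRP–Amplex Red. Substrate: 1 mM L-glutamine solution; buffer 45 mM KH2PO4, pH 8.2.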
# USP1 inh: USP1/UAF1 (human) deubiquitinase inhibition. O94782. recombinant USP1/UAF1, Ub-Rhodamine cleavage fluorescence. Potency, µM (highest dose often 57.1 µM), for the others: at the highest dose activity change, negative = inhibition, usual class: inhibitors. actives 0.23% (n = 390,000). AID 743255; also: potency is read from the fitted curve at half-maximal effect; % is scaled to controls: 0 for no effect and ±100 for the full control effect; nearly all actives have a fitted effect of over 60% in size; inactives centre near -12
#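 USP1/UAF1 complex at 1 nM was preincubated with compound for 15 min at room temperature, then Ub-Rho substrate (150nM final) was added. Fluorescence (480/540 nm) was read kinetically, 6 reads every 60 seconds.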
# Tb PGK inh: T. brucei PGK inhibition. P07378. actives 0.043% (n = 380,000). Potency, µM (top dose mostly 57.5 µM), inactives show top-dose activity change, negative = inhibition, hits mostly inhibitors. PGK/GAPDH coupled, Kinase-Glo luminescence, 60 min; also: potency is read from the fitted curve at half-maximal effect; % is scaled to controls: 0 for no effect and ±100 for the full control effect; nearly all actives have a fitted effect of over 60% in size
# Target sequence (P07378 whole entry, looked up): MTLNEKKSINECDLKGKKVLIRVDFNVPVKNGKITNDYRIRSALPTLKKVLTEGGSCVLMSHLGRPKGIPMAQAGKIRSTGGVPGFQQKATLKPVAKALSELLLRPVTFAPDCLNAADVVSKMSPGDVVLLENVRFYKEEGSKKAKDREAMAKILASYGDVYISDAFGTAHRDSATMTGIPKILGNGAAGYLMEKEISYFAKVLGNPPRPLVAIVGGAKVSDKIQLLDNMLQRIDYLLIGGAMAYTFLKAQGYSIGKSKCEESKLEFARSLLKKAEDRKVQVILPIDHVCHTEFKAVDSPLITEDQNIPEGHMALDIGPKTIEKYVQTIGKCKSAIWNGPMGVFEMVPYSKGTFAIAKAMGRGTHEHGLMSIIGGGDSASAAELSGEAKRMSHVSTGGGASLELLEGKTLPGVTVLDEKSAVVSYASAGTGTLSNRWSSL
#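 Recombinant glycosomal PGK reaction used 1,3-bisphosphoglycerate generated in-well by GAPDH (100nM final) in 100mM TEA pH 7.6, 5mM MgCl2, 0.01% Tween-20. After 60 minutes at room temperature, ATP was read by Kinase-Glo Plus luminescence end-point.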
# IDH1 R132H inh: blocks human mutant IDH1 R132H enzyme | Potency, µM (titrated, usually from 76.6 µM), for inactives: top-dose activity change, negative = inhibition, most hits filed as inhibitors | IDH1-R132H enzyme, NADPH consumption, diaphorase/resazurin fluorescence | O75874 | actives 0.093% (n = 390,000) | AID 602179; also: potency is read from the fitted curve at half-maximal effect; % is scaled to controls: 0 for no effect and ±100 for the full control effect; nearly all actives have a fitted effect of over 65% in size
#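 IDH1-R132H (0.5 ug/mL dispensed) in pH 7.5 Tris buffer was preincubated 30 min with compound, then given a substrate mix of 0.016 mM NADPH and 2 mM alpha-KG for 80 min at room temperature; remaining NADPH was read by diaphorase/resazurin fluorescence.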
# HP1b binding inh: inhibitors of HP1-beta chromodomain binding to methylated histone tails | P83916 | AlphaScreen HP1-beta / biotin-H3K9me3 peptide binding | Potency, µM (titrated, usually from 114 µM), without a hit: top-dose activity change, negative = inhibition, actives largely listed as inhibitors | actives 0.56% (n = 390,000) | AID 540317; also: potency is read from the fitted curve at half-maximal effect; nearly all actives have a fitted effect of over 70% in size; inactives centre near 23
#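 Compound inhibition of the preformed complex between 50 nM HP1-beta and 50 nM biotinylated H3K9me3 peptide was read by AlphaScreen. Buffer was PBS pH 7.4 with 0.01% Tween-20. Incubations ran 30 min at room temperature, with 10 ug/mL donor/acceptor beads.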
# Active calls of the source: *; i = inactive; ? = inconclusive; . = no result given; [ ] = another dose, or the depositor's remark. Unless noted, calls follow the shape of the dose curve; as a rule, active = well fitted curve in the direction sought with a large enough effect; inconclusive = small, poorly fitted or top-dose-only effect, or another doubt; inactive = no such curve, though single readings can be large; an effect the other way counts as inactive or inconclusive. This is a subset. The share of hits here may be higher or lower than overall.
SMILES,PI4K2A inh,Pin1 inh,rTrxR1 inhibitor,TrxR1 substrate,GLS inh,USP1 inh,Tb PGK inh,IDH1 R132H inh,HP1b binding inh
O=C(CCSCc1ccc(Cl)cc1)NCc1ccc(F)cc1Cl,6,-2%,22%[57.1 µM],0%[57.1 µM],5%,-14%,4%,-13%,60%[activator]
COc1ccc(C)cc1NS(=O)(=O)c1c(C)nc2sc(C)cn2c1=O,-2,0%,14%,-9%,-1%,?,i,-3%,33%
CC(=O)Nc1ccc(S(=O)(=O)Nc2cccc(-c3ccc(N4CCCCCC4)nn3)c2)cc1,1,16%,15%[57.1 µM],3%[57.1 µM],2%,?,-13%,9%,10%[57 µM]
Cc1nn(C)cc1CNCc1c(C(=O)N2CCCCC2)nc2c(C)cccn12,0,2%,-1%,-3%,1%,-16%,5%,2%,6%[57 µM]
Cc1csc(NC(=O)CSc2nccn2C)n1,6,3%,11%,1%,8%,-12%,11%,-8%,39%[activator]
Cc1ccc(CS(=O)Cc2ccc(C(=O)N3CCN(C4CCCCC4)CC3)o2)cc1 (centres undefined),-3,2%,20%,6%,-1%,-15%,-1%,0%,34%
Cc1ccc(N2C(=O)c3n[nH]c(C)c3C2c2ccco2)cc1 (centres undefined),0,-14%,3%,-4%,1%,-23%,2%,8%,26%
COc1ccc(S(=O)(=O)Nc2cccnc2)cc1OC,1,3%,8%,0%,2%,-5%,-8%,21%,24%
CCCNC(=O)N1CCC(c2nc3ccccc3s2)CC1,0,0%,27%,2%,0%,-22%,-9%,1%,24%
Cc1c(C)c2ccc(OCC(=O)N3CCN(c4cccc(Cl)c4)CC3)cc2oc1=O,0,2%,7%,-7%,12%,-15%,2%,5%,32%
Cc1ccc(C)n1-c1nnc(N2CCCC(C(=O)NCc3ccccc3)C2)s1 (centres undefined),2,1%,-24%,-6%,0%,-19%,.,.,25%
COCCNC(=S)N/N=C/c1ccccc1C(=O)O,-10,4%,-10%,-6%,23%,-8%,3%,-1%,17%
COc1ccc(CCNC(=O)C2CCN(S(C)(=O)=O)CC2)cc1,0,-10%,1%,7%,-6%,3%,-8%,1%,28%
O=C(COC(=O)c1n[nH]c(=O)c2ccccc12)c1ccc(Br)cc1,3,-4%,-11%[57.1 µM],1%[57.1 µM],13%,-18%,i,6%,53%[activator]
O=C(CSCc1ccccc1)N1CCc2ccccc21,1,-5%,2%,2%,13%,-10%,i,8%,126%
Cc1c(C(=O)N2CCOCC2)[nH]c2c1C(=O)CC(c1ccccc1Cl)C2 (centres undefined),0,-1%,-5%,5%,1%,?,-3%,-4%,-11%
Cc1c(C#N)c(N)c(C(=O)c2ccccc2)n1Cc1ccccc1,-6,3%,8%[57.1 µM],-6%,-3%,-18%,-6%,6%,14%
O=c1c2c3c(sc2nc(NCCO)n1-c1ccccc1)CCCC3,0,3%,5%[57.1 µM],7%[2.29 µM],3%,0%,6%,6%,38%
C=CCNc1nc(-c2ccc3c(c2)OCCO3)cs1,-4,-1%,3%,-1%,2%,-8%,-4%,-4%,-8%
Cc1cccc(OCC(=O)Nc2cccc3cccnc23)c1C,11,0%,43%[activator],9%,-5%,-33%,8%,-4%,30%

# 3 structures out of the list, sorted by number of heavy atoms, falling:
SMILES,PI4K2A inh,Pin1 inh,rTrxR1 inhibitor,TrxR1 substrate,GLS inh,USP1 inh,Tb PGK inh,IDH1 R132H inh,HP1b binding inh
Cc1c(C#N)c(N)c(C(=O)c2ccccc2)n1Cc1ccccc1,-6,3%,8%[57.1 µM],-6%,-3%,-18%,-6%,6%,14%
Cc1cccc(OCC(=O)Nc2cccc3cccnc23)c1C,11,0%,43%[activator],9%,-5%,-33%,8%,-4%,30%
O=C(CSCc1ccccc1)N1CCc2ccccc21,1,-5%,2%,2%,13%,-10%,i,8%,126%

# The listing picks up; the 3 compounds before the break are reprinted first.
SMILES,PI4K2A inh,Pin1 inh,rTrxR1 inhibitor,TrxR1 substrate,GLS inh,USP1 inh,Tb PGK inh,IDH1 R132H inh,HP1b binding inh
O=c1c2c3c(sc2nc(NCCO)n1-c1ccccc1)CCCC3,0,3%,5%[57.1 µM],7%[2.29 µM],3%,0%,6%,6%,38%
C=CCNc1nc(-c2ccc3c(c2)OCCO3)cs1,-4,-1%,3%,-1%,2%,-8%,-4%,-4%,-8%
Cc1cccc(OCC(=O)Nc2cccc3cccnc23)c1C,11,0%,43%[activator],9%,-5%,-33%,8%,-4%,30%
Cn1nc(C(=O)Nc2c(-c3ccccc3)nc3sccn23)c2ccccc2c1=O,6,?,17%[57.1 µM],0%[57.1 µM],-27%,-26%,-11%,5%,38%
Cc1ccc2[nH]c(=O)c(CN(Cc3ccccc3Cl)C(=O)N3CCOCC3)cc2c1,-2,-1%,-24%,-2%,-8%,-16%,-3%,0%,34%[activator]
CCOCCCNCC(O)c1ccccc1 (centres undefined),-2,-13%,-7%,0%,2%,-21%,-8%,2%,-17%
O=C(CC1C(=O)NCCN1Cc1cccc(F)c1)NCCCCCN1CCOCC1 (centres undefined),0,?,-5%,6%,-6%,-26%,-5%,2%,31%
CCC1(C(=O)OC)NC(c2ccco2)C2C(=O)N(c3ccccc3)C(=O)C21 (centres undefined),-6,1%,?,9%[57.1 µM],0%,5%,-1%,-4%,54%[activator]
COC(=O)c1sc2ccccc2c1NC(=O)c1ccc(S(=O)(=O)N2CC(C)CC(C)C2)cc1 (centres undefined),-3,3%,?,29%,1%,-14%,i,3%,41%[activator]
O=S(=O)(c1ccccc1)N(CC(O)COc1ccccc1)c1ccccc1 (centres undefined),0,-6%,6%,-5%,-8%,?,8%,-30%,26%
O=C(Nc1ccc(OC(F)F)c(Cl)c1)c1cccc(OC(F)F)c1,-11,8%,14%,0%,9%,-6%,6%,19%,63%[activator]
Cc1nn(-c2ccccc2)c(Cl)c1/C=N/NC(=O)CCNc1n[nH]c(=O)[nH]c1=O,-1,-3%,6%,0%,-6%,-18%,-9%,3%,32%
CCCN(Cc1nnc(-c2ccccc2Cl)o1)C(=O)COc1ccc(Cl)cc1,3,-1%,4%,-1%,9%,-21%,-4%,2%,42%[activator]
COc1ccc(C(CNC(=O)CCNC(=O)c2ccccc2OC)N2CCCC2)cc1 (centres undefined),1,-2%,-3%,-2%,1%,-10%,-1%,2%,18%
Oc1ccc(-c2c(C3=CCCCC3)sc3ccccc23)cc1,7,1%,19%,6%,1%,-23%,-1%,-7%,24%
Cc1cn(C2CC3OCC(NC(=O)C4CCCN4C(=O)OC(C)(C)C)C3O2)c(=O)[nH]c1=O (centres undefined),.,0%,25%,6%,.,.,.,.,46%
CCCCOc1ccc(C2=NC(c3cccs3)=Nc3ccc(OC)cc3N2)cc1,-1,7%,18%,-8%,-4%,-26%,.,.,-23%
Nc1nc(Nc2cccc(C(F)(F)F)c2)nc(C(F)(F)F)n1,-14,0%,19%[57.1 µM],2%[57.1 µM],0%,-9%,i,-3%,29%
O=C(COc1ncnc2ccccc12)Nc1ccc(Cl)c(S(=O)(=O)N2CCOCC2)c1,-3,-2%,11%,-2%,1%,-11%,-1%,-3%,-2%
O=C(Nc1ccccc1C(F)(F)F)C1CCN(C(=O)Cc2ccccc2)CC1,-3,-12%,-15%,-5%,-8%,-9%,-6%,7%,21%
COc1ccc(S(=O)(=O)NCCC(=O)NCc2cccs2)cc1,7,1%,10%,-1%,-1%,-10%,i,8%,62%[activator]
Nc1nc(SCC(=O)C23CC4CC(CC(C4)C2)C3)n[nH]1,-5,-2%,2%[11.4 µM],-4%[11.4 µM],?,1%,-7%,1%,31%
COCCn1c(C)cc(C(=O)COC(=O)c2cccnc2SC)c1C,-4,-5%,-18%,-16%,-3%,-9%,-3%,6%,-9%
COc1ccc(CNS(=O)(=O)c2ccc(N3CCCCS3(=O)=O)cc2)cc1,-4,-8%,8%[57.1 µM],-2%[57.1 µM],-17%,0%,-3%,0%,17%
Cc1oc(C)c2c(=O)cc(-c3ccc4c(c3)OCO4)cc(OC(=O)c3cccc(Cl)c3)c12,-2,6%,?,-5%,3%,-18%,5%,0%,17%
CCOc1ccc(CN2CCCC(CO)(Cc3ccc(F)cc3)C2)cc1 (centres undefined),-6,-4%,40%,12%,1%,-20%,i,1%,56%[activator]
COC(=O)c1cc(Br)c(=O)n(CCc2ccc(F)cc2)c1,-1,1%,4%[57.1 µM],0%[57.1 µM],5%,-10%,-9%,2%,29%
Cc1ccc(CNC(=O)CS(=O)(=O)Cc2nc(-c3ccccc3C)oc2C)cc1,3,9%,-1%,18%,-12%,-25%,i,7%,29%
Cc1ccc(-c2n[nH]c(=S)c3ccccc23)cc1S(=O)(=O)NCC1CCCO1 (centres undefined),-5,1%,-3%,-6%,-3%,-12%,i,-3%,-36%
COc1ccc(NC(=O)COC(=O)[C@@H]2CCCN2S(=O)(=O)c2ccccc2F)c(OC)c1,0,3%,4%,0%,7%,-21%,-10%,23%,34%
CCCCCCNc1c(C(=O)OCC)c(=O)[nH]c2ccccc12,3,4%,-3%[57.1 µM],-11%,0%,-10%,-2%,1%,8%
Cc1ccc(NC(=O)CN2C(=O)S/C(=C\c3cc(C)n(-c4cccc(C(=O)O)c4)c3C)C2=O)cc1,0,?,-24%[57.1 µM],-11%[57.1 µM],15%,-11%,-12%,0%,-13%
Cc1c(C)c(C)c(S(=O)(=O)Nc2ccc3[nH]c(=O)[nH]c3c2)c(C)c1C,0,3%,28%,7%,-8%,-2%,-2%,5%,27%
